KCNQ2 block – KCNQ2 potassium channel inhibitors, primary screen, cell-based, CHO-K1, FluxOR thallium flux, B-score (AID 2156); 20 min; stronger effect = lower value; B-score at 10 µM; hit rate 1.1% among 310,000;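 active = fluorescence ratio B-score at most minus 3 library SDs, with starting brightness B-score within 2 library SDs, cut at about -5.5 in these data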
Target sequence (O88943 whole entry, looked up): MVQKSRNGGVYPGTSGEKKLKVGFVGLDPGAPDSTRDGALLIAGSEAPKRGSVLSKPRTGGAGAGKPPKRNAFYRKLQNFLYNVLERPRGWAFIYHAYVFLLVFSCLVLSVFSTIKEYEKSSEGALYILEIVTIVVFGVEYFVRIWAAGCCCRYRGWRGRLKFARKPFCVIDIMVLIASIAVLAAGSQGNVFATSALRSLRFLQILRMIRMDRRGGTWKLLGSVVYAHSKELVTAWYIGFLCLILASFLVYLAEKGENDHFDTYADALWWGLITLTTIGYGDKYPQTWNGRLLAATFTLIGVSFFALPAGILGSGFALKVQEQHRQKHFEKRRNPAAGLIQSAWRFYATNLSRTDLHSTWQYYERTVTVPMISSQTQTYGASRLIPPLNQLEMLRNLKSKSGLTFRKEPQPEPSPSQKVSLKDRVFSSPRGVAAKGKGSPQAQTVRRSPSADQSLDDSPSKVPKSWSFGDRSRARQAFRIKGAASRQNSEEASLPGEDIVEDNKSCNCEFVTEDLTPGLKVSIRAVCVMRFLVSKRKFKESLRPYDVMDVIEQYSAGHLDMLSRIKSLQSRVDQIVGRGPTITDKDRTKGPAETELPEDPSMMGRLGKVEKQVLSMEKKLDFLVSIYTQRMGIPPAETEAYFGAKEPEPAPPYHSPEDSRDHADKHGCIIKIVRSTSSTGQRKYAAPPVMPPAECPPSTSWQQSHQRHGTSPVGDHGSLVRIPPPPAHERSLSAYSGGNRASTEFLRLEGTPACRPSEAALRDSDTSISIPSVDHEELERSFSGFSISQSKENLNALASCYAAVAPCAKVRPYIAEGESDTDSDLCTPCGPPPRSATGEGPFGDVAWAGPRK
CHT inh – inhibits the human high affinity choline transporter | hit rate 0.86% among 310,000 | AID 488975 | Q9GZV3 | B-score at 10 µM | CHT-expressing cells, membrane potential dye, choline response; stronger effect = lower value;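 active = B-score over 3 SD under the library average, and starting fluorescence ratio not unusually high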;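 also: choline stimulus applied at its EC90 after an EC20 pre-addition; B-score computed on integrated fluorescence ratio after choline addition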
* = called active by the depositor; i = inactive; / = no result given.

The line under a structure holds: KCNQ2 block | CHT inh
CC(C)c1c(C(=O)N/N=C/c2c[nH]c3ccccc23)nnn1-c1nonc1N
 : i | i
O=C(C1CC1c1ccccc1)N1CCOCC1 (stereo unspecified)
 : i | i
COc1ccc(O)c(/C=N/Nc2nc3ccccc3[nH]2)c1
 : i | i
Cc1ccc2nc(N3CCN(C(=O)CCCC(=O)O)CC3)nc(-c3ccccc3)c2c1
 : i | i
O=C(O)c1ccc(NC(=O)C(c2ccccc2)c2ccccc2)cc1
 : i | i
Cc1ccc2cc(C#N)c(SCC(=O)NCC3CCCO3)nc2c1 (stereo unspecified)
 : i | i
COc1ccc(OCC(=O)OC(C)CN2CCCCC2)cc1 (stereo unspecified)
 : i | i
COc1ccc(OC(C)C(=O)N2CC(C)OC(C)C2)cc1 (stereo unspecified)
 : i | i
CCc1nc(SCC(=O)NC2CC2)c2c(C)c(C)sc2n1
 : i | i
CC1CCCCN1C(=O)c1ccccc1NC(=O)c1ccco1 (stereo unspecified)
 : i | i
COc1ccc(OCC(=O)N/N=C2\CCCCc3ccccc32)cc1
 : i | i
COCc1cc(C)n(CC(=O)Nc2ccc(N3CCOCC3)c(Cl)c2)c(=O)c1C#N
 : i | i
O=C(N/N=C/c1ccc(-c2ccc([N+](=O)[O-])cc2)o1)c1cccnc1
 : i | i
COc1ccc(C2/C(=C(\O)c3ccc4c(c3)OCCO4)C(=O)C(=O)N2CCCn2ccnc2)cc1 (stereo unspecified)
 : i | i
O=C(CN1C(=O)NC2(CCOc3ccccc32)C1=O)c1ccc[nH]1 (stereo unspecified)
 : i | i

7 compounds from above, sorted by molecular weight, smallest number first:
The line under a structure holds: KCNQ2 block | CHT inh
O=C(C1CC1c1ccccc1)N1CCOCC1 (stereo unspecified)
 : i | i
COc1ccc(O)c(/C=N/Nc2nc3ccccc3[nH]2)c1
 : i | i
COc1ccc(OC(C)C(=O)N2CC(C)OC(C)C2)cc1 (stereo unspecified)
 : i | i
COc1ccc(OCC(=O)OC(C)CN2CCCCC2)cc1 (stereo unspecified)
 : i | i
CCc1nc(SCC(=O)NC2CC2)c2c(C)c(C)sc2n1
 : i | i
Cc1ccc2nc(N3CCN(C(=O)CCCC(=O)O)CC3)nc(-c3ccccc3)c2c1
 : i | i
COc1ccc(C2/C(=C(\O)c3ccc4c(c3)OCCO4)C(=O)C(=O)N2CCCn2ccnc2)cc1 (stereo unspecified)
 : i | i

Remaining list, next part:
The line under a structure holds: KCNQ2 block | CHT inh
CC(=O)Nc1cccc(C(=O)Oc2cccc(C)c2)c1O
 : i | i
Cc1ccc(C)c(NC(=S)NC(C)C(c2ccccc2)N2CCN(C)CC2)c1 (stereo unspecified)
 : i | i
COc1cc(C(=O)NCCNc2nc3cc(C)ccc3cc2C#N)cc(OC)c1OC
 : i | i
Cc1cc(C)n(-c2ccc(C(=O)OCC(=O)Nc3ccc(S(=O)(=O)N4CCCCC4)cc3)cc2)n1
 : i | i
O=C(CCl)c1ccc2c(c1)CCN2C(=O)C1CCCCC1
 : i | i
CC(C)Oc1ccc(C(=O)Nc2ccc(N3CCCCC3)cc2)cc1
 : i | i
CN(C)S(=O)(=O)c1cc(NC(=O)COC(=O)CCc2ccccc2)ccc1Cl
 : i | i
O=C(CCCCn1c(=O)c2ccccc2n(CC(=O)Nc2ccccc2)c1=O)NCc1ccco1
 : i | i
O=C1C(=O)N(Cc2cccnc2)C(c2ccccn2)/C1=C(/O)c1ccc(F)cc1 (stereo unspecified)
 : i | i
O=C(NCCS(=O)(=O)NC1CCCC1)c1ccccc1
 : i | i
COc1ccc(-n2c(=O)c3c4c(sc3n3c(=S)[nH]nc23)CCCC4)cc1
 : i | i
O=C(CSc1cn[nH]n1)Nc1ccccc1C(F)(F)F
 : i | i
O=C(NC1CCCCC1)C1CCC(=O)N(Cc2cccc(C(F)(F)F)c2)C1 (stereo unspecified)
 : i | i
COc1ccc(/C=N/Nc2nnc(C)n2N)cc1OC(C)=O
 : i | i
O=C(Cc1ccccc1)Nc1ccc(NC(=O)c2cccs2)cc1Cl
 : i | i

The listing continues.
The line under a structure holds: KCNQ2 block | CHT inh
CCCC(=O)NC(c1ccc(C(C)C)cc1)c1ccc2cccnc2c1O (stereo unspecified)
 : i | i
CC(=O)Oc1cc2c(C(=O)NCCCN3CCOCC3)c(C)oc2c2ccccc12
 : i | i
Cc1nn(C2CCCCC2)c(N)c1-c1ccccc1
 : i | i
CCN=C(NCC)SC1CC(=O)N(c2ccc(OC)cc2)C1=O (stereo unspecified)
 : i | i
COc1ccc(NC(=O)Cc2nnc(SCC(=O)NC3CCCCC3C)n2C)cc1 (stereo unspecified)
 : i | i
CCc1nnc(NC(=O)c2ccc3c(c2)C(=O)N(C(C)(C)C)C3=O)s1
 : i | i
Cc1nc2c(cc1C#N)C(=O)c1ccccc1-2
 : i | i
Cc1ccc(S(=O)(=O)NCCC(=O)NNC(=O)c2ccccc2O)cc1C
 : i | i
O=C(COc1ncnc2ccccc12)Nc1cc([N+](=O)[O-])ccc1Cl
 : i | i
CCOC(=O)c1cnc(-n2nc(C)cc2C)nc1NCCO
 : i | i
C#CCOCCOCCOCCNc1nc(N2CCN(C(=O)CCCCCCCCCCNC(=O)[C@H](CCCCN)n3cc(C)nn3)CC2)nc(N2CCN(C(=O)CCCCCCCCCCNC(=O)[C@H](CCCN=C(N)N)n3cc(C[C@@H](C)CC)nn3)CC2)n1
 : / | i
COc1cccc(/C=N/c2oc(-c3ccccc3)cc2C#N)c1O
 : i | i
CCN1CCN(C(=O)c2ccc(CNS(=O)(=O)c3cccc(OC)c3)cc2)CC1
 : i | i
O=C(COC(=O)C12CC3CC(CC(C3)C1)C2)NC12CC3CC(CC(C3)C1)C2
 : i | i
COc1ccccc1NC(=O)N1CCN(c2ccc3nnc(-c4ccc(F)cc4)n3n2)CC1
 : i | i

Continued:
The line under a structure holds: KCNQ2 block | CHT inh
CC(=O)c1cc(N2CCOCC2)ccc1[N+](=O)[O-]
 : i | /
COc1ccccc1N(CC(O)Cn1nc(C)cc1C)S(=O)(=O)c1ccccc1 (stereo unspecified)
 : i | i
O=[N+]([O-])c1ccc(COc2ccc(Br)cc2CN2CCOCC2)cc1
 : i | i
NC(=O)CSc1nnc(COc2ccccc2)n1Cc1ccco1
 : i | i
CCN1CCN(CC(=O)N2N=C(c3cccs3)CC2c2ccc(OC)c(OC)c2)C(=O)C1=O (stereo unspecified)
 : i | i
COc1ccc(Oc2nc(-c3cccnc3)nc3ccccc23)cc1
 : i | i
Cc1ccc(C(=O)Nc2nccs2)cc1S(=O)(=O)N1CCCCC1
 : i | i
Cc1cc2oc(C(=O)NC3CCS(=O)(=O)C3)c(C)c2cc1C (stereo unspecified)
 : i | i
c1ccc(OCc2ccc(CCCN3CCOCC3)cc2)cc1
 : i | i
COc1ccc(C2SCC(C(=O)O)N2C(C)=O)cc1OC (stereo unspecified)
 : i | i
Cc1cccc(/C=N/c2sc3c(c2C#N)CCN(Cc2ccccc2)C3)c1O
 : i | i
COC(=O)C1C(O)C(C)C(O)C(C)(O)/C=C\C=C(/C)C(=O)Nc2c(C)c(OC(C)=O)c3c(c2O)C(=O)C(C)=C2OCOC(=C23)/C(C)=C/C(C)(O)C(O)C(C)C1O (stereo unspecified)
 : i | i
CCn1nc(C)c(Oc2ccccc2O)c1C
 : i | i
C=C1CCN([C@H](C(=O)NCc2ccc(OC)cc2)C(C)C)S(=O)(=O)c2ccccc21
 : i | i
CN(/N=C/c1ccccc1)C(=S)c1ccccc1
 : i | i

Single records (already shown).
Profile of `Cc1cc2oc(C(=O)NC3CCS(=O)(=O)C3)c(C)c2cc1C` (stereo unspecified) = KCNQ2 block = i; CHT inh = i
Profile of `CCn1nc(C)c(Oc2ccccc2O)c1C` = KCNQ2 block = i; CHT inh = i

Further entries follow.
The line under a structure holds: KCNQ2 block | CHT inh
CCOC(=O)CSc1nnc(Cn2nnc3ccccc32)n1-c1ccc(F)cc1
 : i | i
COc1ccc(-c2cnnc(N/N=C/C(C)=C/c3ccccc3)n2)cc1
 : i | i
O=C(Nc1ccc(C(=O)N2CCOCC2)cc1)c1cccc([N+](=O)[O-])c1
 : i | i
CCOC(=O)C(=O)Nc1ccc(S(=O)(=O)Nc2ncccn2)cc1
 : i | i
FC(F)(F)c1nc2ccccc2n2c(-c3ccc(Cl)cc3)nnc12
 : i | i
CCC(C)(C)NC(=O)C(c1ccc(OC)cc1)N(C(=O)CCC(=O)Nc1cc(C)on1)c1cccc(OC)c1 (stereo unspecified)
 : i | i
Cc1c(NC(=O)CSc2nc(-c3ccco3)cc(C(F)(F)F)n2)c(=O)n(-c2ccccc2)n1C
 : i | i
Cc1ccc(C(=O)COC(=O)CNC(=O)CNC(=O)c2ccc(C)cc2)cc1
 : i | i
CCc1ccc(S(=O)(=O)NCCc2cn3cccc(C)c3n2)s1
 : i | i
CN1CCN(C(=O)CCN2C(=O)c3ccccc3S2(=O)=O)CC1
 : i | i
CC[C@H](C)[C@H](NC(N)=O)C(=O)Nc1ccc(NC(C)=O)cc1
 : i | i
Cc1cccc(N2C(=O)C(CC(=O)Nc3cccc(F)c3)N(CCc3ccncc3)C2=O)c1 (stereo unspecified)
 : i | i
CCN(c1ccc(F)cc1)S(=O)(=O)c1cccc2nsnc12
 : i | i
O=C(CSc1cccc2cccnc12)NCc1ccco1
 : i | i
C=CCn1c(C(c2ccccc2)c2ccccc2)n[nH]c1=S
 : i | i

Later entries
The line under a structure holds: KCNQ2 block | CHT inh
COc1cc(/C=C/C(=O)OCC(=O)N2CCC(Cc3ccccc3)CC2)ccc1O
 : i | i
COC(=O)c1ccc(NCC(=O)Nc2cc(C)cc(C)c2)cc1
 : i | i
CCc1ccc(Nc2ncnc3nc[nH]c23)cc1
 : i | i
Cc1cc(/C=N/n2c(COc3ccccc3)nc3ccccc3c2=O)c(O)c([N+](=O)[O-])c1
 : i | i
COc1ccc(-n2nc(C(=O)NCC(=O)N3CCC(C(N)=O)CC3)c3ccccc3c2=O)cc1OC
 : i | i
CN(C)CCn1c2c(c(SCC(=O)NCc3ccccc3)nc1=O)CCCC2
 : i | i
COc1ccccc1N=C1NC(=O)/C(=C/c2ccc(N(C)C)cc2)S1
 : i | i
C=CCOc1ccc(C2NC(=S)NC(c3ccccc3)=C2C(C)=O)cc1OC (stereo unspecified)
 : i | i
CCCCNC(=O)[C@H]1C[C@H]1[C@@H](O)[C@H](CO)NC(=O)[C@H](COCc1ccccc1)NC(=O)OC(C)(C)C
 : i | i
c1ccc(CSc2ncn(-c3ccccc3)n2)cc1
 : i | i
Cc1ccccc1Nc1c(-c2ccccc2)nc2ncccn12
 : i | i
CCN(c1ccc(C)cc1C)S(=O)(=O)c1nnc(NC(=O)C(C)C)s1
 : i | i
COc1ccc(C(=O)NNC(=O)C23CC4CC(CC(C4)C2)C3)c(OC)c1
 : i | i
CCOc1ccc(NC(=O)Cc2ccc(NC3=NC4CS(=O)(=O)CC4S3)cc2)cc1 (stereo unspecified)
 : i | i
CNC(=O)c1cccc(NC(=O)c2ccccc2OCc2ccccc2)c1
 : i | i

Next compounds.
The line under a structure holds: KCNQ2 block | CHT inh
Cc1cccnc1NC(=S)NCCc1ccccc1
 : i | i
O=S(=O)(Nc1nc2ccccc2nc1N1CCc2ccccc2C1)c1ccc(Br)cc1
 : / | i
COc1cc(/C=C(\C#N)c2ccccn2)ccc1OCc1ccc(Cl)cc1
 : i | i
CC1=C(C(=O)Nc2ccccc2C)C2(CCCC2)C(C(N)=O)C(=O)N1 (stereo unspecified)
 : i | i
CC1CCCCC1N1CN=C(Nc2nc3ccccc3s2)NC1 (stereo unspecified)
 : i | i
O=C(Cc1ccccc1[N+](=O)[O-])N1CCc2ccccc2C1
 : i | i
Cc1ccccc1N(CC(=O)NCCSCc1ccco1)S(C)(=O)=O
 : i | i
CCOc1cc(C(=O)N2CCN(C/C=C/c3ccccc3)CC2)cc(OCC)c1OCC
 : i | i
CC(C)P(=O)(c1cccc(C(=O)O)c1)C(C)C
 : i | i
O=C(c1ccc([N+](=O)[O-])cc1)N(Cc1ccc(Cl)cc1Cl)N1C(=O)CCCC1=O
 : i | i
CCN1CCN(C(c2cccs2)C(C)NS(=O)(=O)c2ccc(F)cc2)CC1 (stereo unspecified)
 : i | i
CCCN1CCN(CCCNC(=O)C2CCCN(c3nnc(-n4cccc4)s3)C2)CC1 (stereo unspecified)
 : i | i
Cc1ccc2[nH]cc(S(=O)(=O)c3ccc(C)c(C)c3)c(=O)c2c1
 : i | i
CCOC(=O)N1CCN(C(=O)CSc2ccc(C(=O)OC)cc2[N+](=O)[O-])CC1
 : i | i
COc1ccccc1NS(=O)(=O)c1ccc2c(c1)N(C(C)=O)CC(C)S2 (stereo unspecified)
 : i | i

Other records
The line under a structure holds: KCNQ2 block | CHT inh
CCCNC(=O)c1ccc2c(=O)n(Cc3ccco3)c(=S)[nH]c2c1
 : i | i
COc1cc(Cl)ccc1OCc1cc(C(=O)N2CCCCCC2)no1
 : i | i
COc1ccc(NC(=O)C2=C(C)NC(=O)NC2c2cccs2)c(OC)c1 (stereo unspecified)
 : i | i
CCNC(=O)CC1SC(=Nc2ccc(Cl)cc2)N(CC)C1=O (stereo unspecified)
 : i | i
Cc1ccc(NS(=O)(=O)c2ccc(C(=O)N3CCN(S(=O)(=O)c4ccccc4)CC3)cc2)cc1
 : i | i
Cc1cnc(NC(=O)Nc2ccc(OCc3ccccc3)cc2)c(Br)c1
 : i | i
CNC[C@H](CC1CCCCC1)NC[C@H](CO)NCCc1cccc(C(F)(F)F)c1
 : i | i
CSC[C@H](NC(=O)COc1cc2c(c3oc(=O)cc(C)c13)CCC(C)(C)O2)C(=O)O
 : i | i
Cc1ccc(NC(=S)Nc2cccc3cnccc23)cc1C
 : i | -5.89*
O=C(NCc1ccco1)C1CC(c2c(Cl)cccc2Cl)=NO1 (stereo unspecified)
 : i | i
Cc1ccc(S(=O)(=O)N2CCCCC2)cc1C(=O)NC1CC(C)(C)NC(C)(C)C1
 : i | i
COc1ccc(CNS(=O)(=O)c2c(C)[nH]c(C)c2C(=O)N2CCCC2)cc1
 : i | i

Source: PubChem (Johns Hopkins Ion Channel Center)
